Assay outcomes as filed in PubChem.
PKA-R1A activ = activators of PKA-R1A holoenzyme, primary screen, biochemical, fluorescence polarization, Cy5-IP20, bovine R1A, mouse PKAc; cAMP-dependent protein kinase type I-alpha regulatory subunit (Bos taurus) + …; PKA-R1A dissociation; scaled: DMSO 0%, 113 µM cGMP 100%; AID 504707, 2011; activation, % at 11.4 µM; hit rate 0.083% among 340,000;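 active = percent activation above the mean of all tested compounds plus 3 SD, cut at about 19% in these data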;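 note: higher means more PKAc released from R1A so a rise in polarization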
SUMO Mot1 rescue = yeast Mot1-301 growth rescue at high temperature, primary screen, SUMOylation pathway inhibitor project, S. cerevisiae, ATP luminescence, 38.5C | S. cerevisiae Mot1-301 growth rescue; percent above DMSO median, 100 means doubled | growth rescue, % at 18.8 µM | hit rate 1% among 320,000;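 active = every valid replicate shows activation above 250% relative to neutral control wells; inactive = the rest, any valid replicate at or below 250%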;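 note: OY570 slx delta 5 strain wells were the positive control but not used for scaling; some compounds called inactive have numbers as strong as hits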
Tat transport = E. coli Tat export inhibitors, primary screen, MC4100, TorA-mCherry reporter, fluorescence, single point; inhibition, % at 10 µM; hit rate 0.036% among 340,000; AID 488895, 2010;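 active = mean replicate inhibition at least 50% and at least half of replicates individually reaching 50%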;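 note: exported cargo escapes ClpAP degradation while cytoplasmic cargo is degraded and loses fluorescence; 0% = median of neutral control wells and 100% = median of NaSCN control wells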
MOR-DOR inv ag = inverse agonists of MOR-DOR heterodimerization, primary screen, cell-based, luminescence. cell-based MOR-DOR heterodimer luminescence, inverse agonism. inhibition, % at 9.3 µM. hit rate 0.21% among 340,000. AID 504357, 2011; in the data active = inhibition above about 22%, passing the limit was not always enough;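 note: 0% = cells with DMSO and 100% = wells without cells with DMSO; values of inactives mirror those of a sister screen read the other way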
Target sequence (P35372 whole entry, looked up): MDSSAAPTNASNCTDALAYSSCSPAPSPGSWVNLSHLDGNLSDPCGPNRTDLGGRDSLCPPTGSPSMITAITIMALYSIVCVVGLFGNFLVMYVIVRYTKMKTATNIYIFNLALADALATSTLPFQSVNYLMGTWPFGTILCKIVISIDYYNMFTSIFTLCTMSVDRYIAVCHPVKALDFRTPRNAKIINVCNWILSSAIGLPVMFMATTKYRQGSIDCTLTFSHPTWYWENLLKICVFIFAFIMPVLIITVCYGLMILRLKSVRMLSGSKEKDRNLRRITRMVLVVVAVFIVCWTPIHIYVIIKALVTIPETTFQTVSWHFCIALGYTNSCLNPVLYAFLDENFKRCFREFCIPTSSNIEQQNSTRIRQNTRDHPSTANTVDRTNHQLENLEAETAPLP
Target sequence (P41143 whole entry, looked up): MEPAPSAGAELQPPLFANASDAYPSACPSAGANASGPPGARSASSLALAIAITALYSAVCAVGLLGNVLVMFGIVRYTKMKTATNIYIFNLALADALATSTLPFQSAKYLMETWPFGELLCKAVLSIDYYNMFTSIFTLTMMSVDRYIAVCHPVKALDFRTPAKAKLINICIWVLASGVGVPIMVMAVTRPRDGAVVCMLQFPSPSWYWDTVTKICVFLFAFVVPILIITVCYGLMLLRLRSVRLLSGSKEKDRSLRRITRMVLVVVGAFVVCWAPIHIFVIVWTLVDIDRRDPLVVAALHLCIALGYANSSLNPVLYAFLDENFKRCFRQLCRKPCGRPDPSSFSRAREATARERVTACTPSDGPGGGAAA
phage Ecoli inh = growth loss of phage-infected E. coli, primary screen, RecBCD inhibitor project, absorbance, with phage, HTS; inhibition, % at 11.9 µM; hit rate 0.26% among 360,000; AID 651602, 2012; in the data active = inhibition above about 11%
MOR-DOR ag = agonists of OPRM1-OPRD1 heterodimerization, primary screen, cell-based, luminescence; hit rate 0.3% among 340,000; cells; AID 504326, 2011; activation, % at 9.3 µM; Mu-type opioid receptor (Homo sapiens) + Delta-type opioid receptor (Homo sapiens), …; in the data active = activation above about 18%;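 note: 0% = vehicle-treated cells and 100% = reference agonist; values of inactives mirror those of a sister screen read the other way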
Arrestin-AP2 inh = inhibitors of beta-arrestin/AP2 binding, primary screen, biochemical, GPCR trafficking, flow cytometry; inhibition, % at 10 µM; beta-arrestin 1 C-terminal peptide binding to AP2 beta2-adaptin appendage (human); FITC-arrestin peptide / GST-AP2 beads; AP2 beta2 appendage carries R879A mutation; AID 504490, 2011; hit rate 0.31% among 340,000;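 active = inhibition above a set limit, near 3 SD of compounds lacking own fluorescence, cut at about 54% in these data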;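 note: plate controls were DMSO wells for no effect and 5 µM unlabelled arrestin peptide for full effect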
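System: GST-AP2 R879A glutathione beads. Medium: PBS with 0.05% Tween 20 and 0.1% BSA. Also added: FITC-arrestin peptide, 50 nM. Incubation: 12 min plus 1 h, RT. Measured by: high-throughput flow cytometry of beads, ex 488, em 535 nm. Evaluation: percent drop in bead-associated FITC signal.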
PfHsp90 set2 = growth inhibition of PfHsp90-expressing yeast, primary screen, antimalarial PfHsp90 inhibitor project, S. cerevisiae, BacTiter-Glo luminescence, single point, set 2 | BacTiter-Glo ATP, 48 h; yeast lacking PDR1 and PDR3 efflux regulators | inhibition, % at 9.4 µM | hit rate 0.32% among 310,000;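 active = every replicate shows inhibition above about 80%, whatever the replicate mean, limit read from the data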;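 note: 0% = DMSO neutral controls and 100% = 20 µM radicicol positive controls; yeast relying on Plasmodium falciparum Hsp90 in place of its own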
Ecoli viability = E. coli V3065 growth inhibition, primary screen, counter-screen for AddAB inhibitor project, absorbance, OD600 | 18 h | inhibition, % at 11.9 µM | hit rate 0.27% among 330,000 | AID 449728, 2010;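 active = inhibition above the campaign's mean inhibition across all tested compounds plus 3 SD, cut at about 9.9% in these data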;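 note: uninfected addAB+ strain grown without phage in ampicillin broth; 0% = DMSO wells and 100% = ciprofloxacin 0.95 µg/ml wells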
DSG3 Ab inh = inhibitors of pemphigus antibody binding to DSG3, primary screen, biochemical, bead-based, flow cytometry, scFv-GFP; Desmoglein-3 (Homo sapiens), P32926; AID 588358, 2011; DSG3-coupled beads, scFv-anti-DSG3-GFP binding; active compounds read low; binding (percent of control), % at 10 µM; hit rate 0.48% among 310,000;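 active = binding more than 3 SD below its plate's average and above zero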;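 note: hits lower antibody fragment binding to DSG3; some compounds called inactive have numbers as strong as hits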
AddAB inh = growth inhibition of E. coli expressing H. pylori AddAB, primary screen, AddAB inhibitor project, absorbance | inhibition, % at 11.9 µM | hit rate 0.29% among 330,000; in the data active = inhibition above about 12%;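 note: 0% = vehicle wells of infected cells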
An asterisk follows results filed as active; / = no result given. This is a random part of the collection; overall some 2.8% were active at least once.

No.	SMILES	PKA-R1A activ	SUMO Mot1 rescue	Tat transport	MOR-DOR inv ag	phage Ecoli inh	MOR-DOR ag	Arrestin-AP2 inh	PfHsp90 set2	Ecoli viability	DSG3 Ab inh	AddAB inh
1	NC(=O)c1ncc(C(F)(F)F)cc1Oc1cccc(F)c1	3	17	5	5	1.1	-0.9	17	/	-0.6	101	4.3
2	Cc1ccc(SCc2nc3ccccc3[nH]2)cc1	8	-6	-3	2	1.9	-0.3	/	-39	2.3	106	1.5
3	CC(=O)OC1CC(C)(C)N(OC(=O)c2ccccc2)C(C)(C)C1	6	12	-2	-13	0.8	2.6	6	-28	1.1	105	0.9
4	Cc1nc(SCN2C(=O)c3ccccc3C2=O)n[nH]1	-3	-11	-2	7	1.4	-1.1	6	28	-0.8	101	3.1
5	CCOC(=O)c1c(C)[nH]c(C)c1C(=O)COC(=O)c1cccc(S(=O)(=O)NC)c1	6	-19	0	0	2.7	0.0	-5	10	-2.6	112	-0.3
6	COc1ccccc1CN(C(=O)c1cnccn1)C(C(=O)NC1CCCCC1)c1cc(OC)c(OC)c(OC)c1 (stereo unspecified)	4	0	12	17	-0.9	-3.2	-18	-25	-1.8	109	1.7
7	O=C(CNC(=O)c1ccco1)OCc1ccc(C(=O)Oc2ccccc2)cc1	7	5	-4	-4	-4.5	0.6	7	-5	-0.6	98	0.9
8	COCCn1cc(C(=O)N2CCC(C)CC2)c2c3ccccc3n(C)c2c1=O	8	13	3	-6	1.4	1.2	-3	7	3.3	99	0.3
9	Cc1cccc(NC(=O)C(C)N2C(=O)C3C4CC(C(Br)C4Br)C3C2=O)c1 (stereo unspecified)	-5	147	-2	1	1.1	-0.1	43	/	-0.1	/	1.9
10	CSc1nc(NNC=O)cc(Oc2ccc(NC(C)=O)cc2)n1	0	-17	-4	8	0.4	-1.8	-9	-1	-0.9	98	0.2
11	Cn1c(=O)c2c(ncn2CC(=O)OCC(=O)NCCc2ccccc2)n(C)c1=O	-5	/	-8	21	5.4	-4.3	-3	4	/	99	/
12	CS(=O)(=O)NCCSCc1ccc(Cl)cc1	0	-3	3	17	2.5	-3.1	-2	/	2.3	94	3.4
13	CCCC1=NN2C(=N)/C(=C\c3cc(C)n(-c4cc(C)cc(C)c4)c3C)C(=O)N=C2S1	-10	-10	-3	3	2.0	-0.5	4	-17	-2.1	83	3.9
14	Cc1cc(C)c(C#N)c(SCc2nc3ccccc3c(=O)[nH]2)n1	-14	10	-9	0	4.4	-0.1	3	-4	0.1	100	1.9
15	c1ccc(CN(Cc2ccco2)C(c2ccncc2)c2nnnn2C2CCCC2)cc1 (stereo unspecified)	0	3	9	10	0.2	-1.8	-12	3	1.5	99	-0.1
16	CC1=CC(=C(C#N)c2nc3ccccc3s2)C=C(C)N1Cc1ccco1	10	457	-5	7	0.1	-1.3	-25	2	3.0	97	1.0
17	CCN(C(=O)c1cc2c(=O)[nH]c3ccc(C)cc3c2s1)c1ccccc1C	6	4	-6	6	0.9	-1.1	12	6	-0.8	84	-2.2
18	Nc1ccc2c(c1)C(=Cc1cccnc1)c1ccccc1-2	5	/	-5	-4	2.0	0.7	1	/	/	99	/
19	CCOc1ccc(C)cc1S(=O)(=O)Nc1cccnc1	2	-5	-9	5	0.9	-1.0	-2	-29	-2.3	98	1.4
20	Cc1nc2ccccc2c(=O)n1/N=C/C=C/c1ccccc1	-3	-11	0	-12	5.7	2.4	0	-13	-2.3	/	0.3
21	CCCCn1c(N)c(N(CCOC)C(=O)CN(C)S(=O)(=O)c2ccc(Cl)cc2)c(=O)[nH]c1=O	-11	-3	1	12	-1.9	-2.4	-7	3	0.1	98	-2.8
22	COC(=O)c1cc(NC2c3ccccc3C(=O)N2c2ccc(Cl)cn2)cc(C(=O)OC)c1 (stereo unspecified)	0	-1	-6	-7	2.3	1.3	-3	-11	-2.0	108	-1.2
23	Cc1ccc(NC(=O)CN2C(=O)NC(C)(c3ccccc3)C2=O)c(C)c1 (stereo unspecified)	1	-12	7	3	2.5	-0.6	7	1	-2.1	102	5.4
24	C=CCn1c(C)c(C(C)=O)c(N2CCCC2)nc1=S	8	120	2	-7	2.6	1.6	6	-27	0.0	118	2.1
25	Cc1ccc(C(=O)NCCN(C)C)c(C)c1	-9	577	-12	8	3.2	-1.4	8	15	-0.6	99	-0.2
26	COC(=O)c1[nH]c(C)c(/C(O)=C2\C(=O)C(=O)N(CCN(C)C)C2c2ccc(C)o2)c1C (stereo unspecified)	-1	/	-3	8	2.5	-1.4	-5	-9	0.8	99	3.3
27	CN(C(=O)c1ccccc1C(=O)c1ccccc1)C1CCS(=O)(=O)C1 (stereo unspecified)	-12	4	1	-1	0.6	0.1	-5	15	0.5	108	-1.3
28	Cc1cccc(NC(=O)COC(=O)c2cc3ccccc3oc2=O)c1	-8	2	-6	-1	3.2	0.3	40	-16	-0.3	93	-0.5
29	Cc1ccc(C(C)C)cc1S(=O)(=O)NCc1ccccn1	7	-19	2	8	-0.4	-1.7	10	-9	2.5	108	2.6
30	CN1CC(=O)N/C1=N\C(=O)Nc1ccc2c(c1)N(C)C(=O)CS2	-8	9	1	23	4.8	-4.9	15	5	-2.3	134	1.5
31	CSc1nc(=S)cc(C)[nH]1	0	-29	-4	16	0.4	-3.1	0	-6	-1.3	82	2.9
32	N#Cc1ccsc1NC(=O)C1CCCN1S(=O)(=O)c1cccs1 (stereo unspecified)	-11	-9	-4	5	3.0	-0.8	-4	/	1.5	88	0.3
33	CCC(C)(C)NC(=O)c1ccc(Sc2nncn2C)c([N+](=O)[O-])c1	2	9	21	7	1.5	-1.3	0	-15	-0.4	104	0.7
34	O=C(COC(=O)c1cc(Br)ccc1O)NCC1CCCO1 (stereo unspecified)	5	14	2	5	3.1	-0.7	-7	6	-1.6	100	1.0
35	O=C(NCc1cccnc1)/C(=C/c1ccc([N+](=O)[O-])cc1)NC(=O)c1ccccc1	0	1	0	4	5.5	-0.8	11	-40	-2.0	91	0.2
36	COc1ccc(CNC(=O)NS(=O)(=O)c2ccc(C)cc2)cc1	-6	2	3	12	2.5	-2.0	0	-13	0.5	110	2.3
37	Cc1nc([N+](=O)[O-])cn1Cc1cccc2ccccc12	2	93	-15	10	1.9	-2.2	-9	-4	0.1	108	1.8
38	COC1(OC)N=C(NC(=O)Nc2ccccc2)C2(C#N)C(c3ccccc3)C12C#N (stereo unspecified)	2	-6	0	5	/	-1.2	-5	16	-2.6	109	2.5
39	CCCOc1ccc(C(C)=O)cc1CSc1nc(O)cc(=O)[nH]1	12	19	-5	4	2.2	-0.7	-33	-6	3.2	110	0.7
40	COC(=O)CC(NS(=O)(=O)c1cccs1)c1ccccc1Cl (stereo unspecified)	15	5	8	5	2.2	-0.9	-5	-5	-1.8	102	0.5
41	N#C/C(=C/c1ccc([N+](=O)[O-])cc1)C(N)=O	-6	8	-1	-3	1.6	0.6	17	23	-0.6	106	-1.0
42	O=C(c1ccc2c(c1)OCO2)N(Cc1cccs1)C1(C(=O)NC2CCCCC2)CCCCC1	-9	-9	0	-13	4.2	2.5	-6	23	-1.8	104	4.5
43	COc1ccc(/C=N/NC(=O)c2cccc3ccccc23)c(OC)c1OC	/	20	/	/	0.5	/	11	/	0.5	113	1.0
44	COc1cccc(N2CCN(C(=O)CCCCCNc3nc(=S)[nH]c4ccccc34)CC2)c1	10	30	-2	-4	-1.0	0.8	6	-19	0.8	121	-0.2
45	O=C(COc1cccc2cccnc12)Nc1ccccc1N1CCOCC1	-5	-10	4	-4	2.9	0.9	-27	15	-2.2	109	3.5
46	CC(/C=C/c1ccc2c(c1)OCO2)=N/NC(=O)c1ccc(C)nc1	-7	10	11	-2	-3.9	0.3	4	-8	3.5	121	4.5
47	COc1ccc(C(CNC(=O)CNC(=O)c2cccc(Cl)c2)N2CCCC2)cc1 (stereo unspecified)	5	3	-12	3	1.9	-0.7	18	2	-2.1	/	3.0
48	CCOC(=O)CCSc1nc(C)cc(C(F)(F)F)c1C#N	1	-6	20	-31	1.3	5.4	-5	-25	-3.4	127	0.6
49	CC/C(=N\NC(=O)CSCc1ccccc1Cl)c1ccc2c(c1)OCCO2	1	11	-2	-26	-0.1	5.7	-2	-2	-0.1	97	1.6
50	CCCOc1ccc(CNC(=S)N/N=C/c2ccc([N+](=O)[O-])cc2)cc1	8	4	-1	-30	3.7	6.1	14	-9	1.0	98	1.9

The list goes on.
No.	SMILES	PKA-R1A activ	SUMO Mot1 rescue	Tat transport	MOR-DOR inv ag	phage Ecoli inh	MOR-DOR ag	Arrestin-AP2 inh	PfHsp90 set2	Ecoli viability	DSG3 Ab inh	AddAB inh
51	CCN(CC)S(=O)(=O)c1cc(C(=O)Nc2ccccc2C(=O)O)ccc1OC	6	-4	-12	6	-1.3	-1.0	12	-16	2.4	99	2.1
52	OC(CNc1ncnc2sccc12)c1ccccc1 (stereo unspecified)	-16	48	-9	-5	-0.8	0.8	-3	1	-3.9	/	2.9
53	COc1ccc(C2(c3ccc(OC)cc3)NC(=O)N(CC(=O)N(C)c3ccccc3)C2=O)cc1	-7	107	8	17	3.1	-3.0	-1	10	1.8	100	4.4
54	COc1cc(/C=C2\SC(N)=NC2=O)cc(Cl)c1O	-8	73	6	15	0.3	-2.9	46	16	0.5	109	1.6
55	O=C(NCC1CCCO1)C(=O)N/N=C/c1cccc(Cl)c1 (stereo unspecified)	5	10	3	6	4.0	-1.1	42	/	1.0	/	2.4
56	COC(=O)CNC(=O)COC(=O)c1cc(Cl)cc(Cl)c1N	2	217	-2	-4	2.0	0.7	23	7	-1.8	106	4.3
57	CC1CCN(C(=O)CNC(=O)Cn2ccc3ccccc3c2=O)CC1	7	-19	-6	12	2.4	-2.1	0	26	-0.9	102	-0.2
58	COc1ccc(NC(=O)CCOc2ccc(C)cc2)cc1S(=O)(=O)N1CCOCC1	6	-2	7	6	1.3	-1.6	-5	/	-0.7	109	-1.2
